Screening results deposited in PubChem BioAssay by several laboratories.
DAX1 inh-1 = DAX1 (NR0B1) inhibition, primary screen | HEK293T StAR-luciferase reporter, SF-1/DAX-1 repression relief | inhibition, % at 6.8 µM | hit rate 1.1% among 370,000 | AID 652010;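 active = inhibition above the mean over all tested compounds plus 3 SD, cut at about 3.6% in these data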;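 note: 0% = DAX-1 cells with DMSO and 100% = cells lacking DAX-1 with DMSO; higher inhibition means more luminescence from relief of DAX-1 repression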
sPLA2-III inh = Inhibits HGIII-sPLA2 liposome hydrolysis, primary screen; inhibition, % at 12.2 µM; QFRET BODIPY PC-A2 liposome hydrolysis, fluorescence; Q9NZ20; hit rate 0.56% among 370,000;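 active = inhibition above mean plus 3 SD of compounds lying within the high and low control bounds, cut at about 19% in these data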;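 note: 0% = median of test compound wells and 100% = no enzyme DMSO wells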
FXN GAA850 act = increases GAA850 frataxin promoter reporter activity | HEK293 lucGAA850 FXN promoter luciferase reporter, 24 h; percent of 10 µM SAHA response | activation, % at 6 µM | hit rate 0.56% among 360,000;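 active = activation above the average of all compounds screened plus 3 SD, cutoff fixed separately per campaign, cut at about 7.5% in these data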;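 note: 0% = DMSO wells and 100% = 10 µM SAHA wells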
hgDAF12 agonist = agonists of H. glycines DAF-12 nuclear receptor | HEK293 GAL4-hgDAF12 UAS-luciferase reporter, agonist luminescence; normalized to butyrate control | hit rate 1.8% among 370,000 | activation, % at 6.8 µM;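 active = activation above a cutoff set at the mean of all screened compounds plus 3 SD, cut at about 10% in these data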;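 note: 0% = DMSO wells and 100% = sodium butyrate wells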
DAX1 inh-2 = inhibits human nuclear receptor DAX1 | P51843 | HEK293 Gal4-DAX1 luciferase reporter, luminescence | inhibition, % at 6.75 µM | hit rate 0.99% among 340,000 | AID 504766;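 active = inhibition above the mean over all tested compounds plus 3 SD, cut at about 4.2% in these data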;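 note: 0% = DAX1-transfected cells with DMSO and 100% = empty-vector control cells with DMSO; inhibition shows as a rise in luminescence from relieved DAX1 repression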
Target sequence (P51843 207-470 limits assumed): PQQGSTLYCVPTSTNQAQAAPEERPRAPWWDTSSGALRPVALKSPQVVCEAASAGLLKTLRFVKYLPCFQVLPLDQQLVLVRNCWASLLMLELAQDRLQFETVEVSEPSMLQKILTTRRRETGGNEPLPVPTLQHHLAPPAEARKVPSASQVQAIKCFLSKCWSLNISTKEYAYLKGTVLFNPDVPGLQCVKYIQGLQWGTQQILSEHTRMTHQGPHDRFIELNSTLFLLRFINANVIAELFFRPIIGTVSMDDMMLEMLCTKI
NPR1 activator = GC-A (human) enzyme activation; P16066; HEK293 GC-A cells, cGMP TR-FRET, EC30 ANP; 0% at EC30 ANP, 100% saturating ANP; activation, % at 10 µM; hit rate 0.14% among 370,000; AID 1671463; in the data active = activation above about 40%
ADAM10 inh = inhibitors of human ADAM10; O14672; recombinant ADAM10, EDANS/DABCYL FRET peptide cleavage, 3 h; inhibition, % at 7 µM; hit rate 0.62% among 370,000; AID 720582;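 active = inhibition above a per-campaign cutoff equal to the mean of compounds falling between control-based bounds plus 3 SD, cut at about 20% in these data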;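 note: 0% = DMSO wells while the 100% control is not disclosed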
Target sequence (O14672 214-748 limits assumed): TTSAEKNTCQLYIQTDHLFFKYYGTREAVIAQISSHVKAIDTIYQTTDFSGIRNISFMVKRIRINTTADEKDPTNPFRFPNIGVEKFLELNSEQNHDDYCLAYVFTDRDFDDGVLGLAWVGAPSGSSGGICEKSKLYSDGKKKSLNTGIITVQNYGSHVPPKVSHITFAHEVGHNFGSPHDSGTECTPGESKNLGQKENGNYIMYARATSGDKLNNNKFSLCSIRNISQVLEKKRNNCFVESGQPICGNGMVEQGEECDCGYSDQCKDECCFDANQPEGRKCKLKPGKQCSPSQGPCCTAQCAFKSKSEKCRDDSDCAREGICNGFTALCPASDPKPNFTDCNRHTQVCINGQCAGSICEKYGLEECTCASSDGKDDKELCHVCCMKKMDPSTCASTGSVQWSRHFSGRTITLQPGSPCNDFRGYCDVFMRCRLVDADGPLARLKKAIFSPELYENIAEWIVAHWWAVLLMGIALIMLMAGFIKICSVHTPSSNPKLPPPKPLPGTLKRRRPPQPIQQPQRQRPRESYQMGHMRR
hcDAF12 agonist = activators of H. contortus DAF-12 nuclear receptor. activation, % at 6.8 µM. hit rate 1.4% among 370,000. HEK293 hcDAF-12 lit1-tk-luc reporter, luminescence; 0% DMSO, 100% Δ7-dafachronic acid;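 active = activation above the mean of all tested compounds plus 3 SD, cut at about 5.5% in these data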;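 note: 100% = response to 3 µM Δ7-dafachronic acid high control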
SMARCA2 activ = increases SMARCA2 function in MMTV reporter cells; hit rate 1% among 370,000; AID 652017; MG213 cells, MMTV-luciferase reporter, dexamethasone, overnight; activation, % at 9.1 µM; in the data active = activation above about 7.8%;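 note: 0% = vehicle wells and 100% = reference activator wells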
ssDAF12 agonist = S. stercoralis DAF-12 activation, primary screen | activation, % at 6.8 µM | hit rate 1% among 370,000 | HEK293 ssDAF-12/GRIP1 lit1-tk-luc reporter, luminescence; % of 3 µM dafachronic acid response | AID 652126;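 active = activation above the mean over all tested compounds plus 3 SD, cut at about 0.9% in these data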;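 note: 0% = DMSO-only wells and 100% = 3 µM delta7-dafachronic acid wells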
NPR2 activator = GC-B (human) receptor activation | AID 1920062 | P20594 | activation, % at 10 µM | HEK293-GC-B cells, CNP EC30, cGMP TR-FRET; 0% at EC30 CNP, 100% saturating CNP | hit rate 0.11% among 370,000;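 active = activation at 10 µM reaching about 35% in either raw or pattern-adjusted values, limit read from the data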
An asterisk follows results filed as active; . = not tested or not shown.

#	structure	DAX1 inh-1	sPLA2-III inh	FXN GAA850 act	hgDAF12 agonist	DAX1 inh-2	NPR1 activator	ADAM10 inh	hcDAF12 agonist	SMARCA2 activ	ssDAF12 agonist	NPR2 activator
1	CCCC(=O)Nc1ccc2c(c1)nc(CN1CCCCC1)n2C	0.7	4	-2.4	2.2	1.7	3	-12	-0.6	4	-1.2	4
2	Cc1cccn2c(=O)c3cc(C(=O)NC4CCCCCC4)sc3nc12	0.2	0	2.0	2.6	-0.5	5	-248	5.2	-3	0.0	-3
3	COc1ccc(CCN2C(=O)CS/C2=N\NC(=O)c2cccs2)cc1OC	-1.0	3	-1.0	3.9	1.0	1	5	-0.8	-1	-1.1	4
4	O=C(CC1CC1)Nc1ccc2c(c1)[C@@H]1C[C@H](CC(=O)NC3CCCC3)O[C@@H](CO)[C@@H]1O2	0.4	13	0.2	-3.4	-1.1	-5	-3	1.6	-1	-1.4	-3
5	CCOC(=O)C1CCN(C(=O)CNC(=O)c2nn(-c3ccc(OC)cc3)c(=O)c3ccccc23)CC1	0.6	-4	2.3	3.2	0.3	6	-1	-0.9	2	-0.5	-1
6	Cc1ccccc1OCC(=O)NCC(=O)N/N=C/c1ccc(Br)o1	-0.4	0	-1.9	-0.6	-0.5	1	1	-4.0	6	-1.2	-3
7	CCCNC(=O)c1cc(C2CCCN(S(=O)(=O)c3cccs3)C2)on1 (centres undefined)	-1.0	10	-0.8	-2.4	.	5	-4	-2.3	-8	1.1*	1
8	CC(NC(=O)C1CCC1)c1ccc(Br)cc1 (centres undefined)	-0.1	3	1.9	2.2	-0.3	1	3	-1.4	1	-0.3	-6
9	O=C(Nc1ccc(C(=O)N2CCCC2)cc1)C1CCCC1	2.5	4	0.1	0.4	0.4	3	-1	-0.1	2	-1.3	-1
10	CCCC(=O)Nc1ccc(Oc2ccc(NC(=O)CCC)cc2)cc1	-0.2	5	-1.0	-0.6	0.5	-3	-4	-0.2	-2	-2.1	0
11	O=c1c2cn(Cc3ccc(F)cc3)c3ccc(F)cc3c-2nn1Cc1ccc(F)cc1	0.1	1	-1.2	0.7	-1.0	0	-12	-0.3	-2	-0.7	-1
12	CCCC[C@H]1C2CC(OC(=O)NCc3ccc(Cl)cc3)C(C2)[C@H]2CCCCN21 (some centres undefined)	-0.3	3	.	7.6	.	1	3	-3.5	-3	-1.4	1

Compound profiles (already shown). Order of values: DAX1 inh-1, sPLA2-III inh, FXN GAA850 act, hgDAF12 agonist, DAX1 inh-2, NPR1 activator, ADAM10 inh, hcDAF12 agonist, SMARCA2 activ, ssDAF12 agonist, NPR2 activator
O=c1c2cn(Cc3ccc(F)cc3)c3ccc(F)cc3c-2nn1Cc1ccc(F)cc1 in the list: 0.1, 1, -1.2, 0.7, -1.0, 0, -12, -0.3, -2, -0.7, -1
Cc1cccn2c(=O)c3cc(C(=O)NC4CCCCCC4)sc3nc12 in the list: 0.2, 0, 2.0, 2.6, -0.5, 5, -248, 5.2, -3, 0.0, -3

Next entries follow:
#	structure	DAX1 inh-1	sPLA2-III inh	FXN GAA850 act	hgDAF12 agonist	DAX1 inh-2	NPR1 activator	ADAM10 inh	hcDAF12 agonist	SMARCA2 activ	ssDAF12 agonist	NPR2 activator
13	Cc1ccccc1Oc1nc2c(C)cccn2c(=O)c1/C=C(\C#N)C(=O)Nc1c(C)n(C)n(-c2ccccc2)c1=O	-2.0	8	5.6	-1.4	-0.7	-15	-12	-1.7	-1	-1.4	-1
14	CCOC(=O)C1(CCc2ccccc2)CCN(C(=O)CN2C(=O)CSC2=O)CC1	-0.2	-10	4.5	1.8	-0.1	-4	-1	-2.4	-2	-1.2	0
15	Cc1cc(SCC(=O)Nc2c(C)n(C)n(-c3ccccc3)c2=O)nc2ccccc12	-0.3	11	-0.8	-1.0	0.3	0	-15	0.4	-3	-0.8	4
16	COc1ccccc1N1CCN(C(=O)c2cc3c(C)nn(-c4ccccc4)c3s2)CC1	-1.7	1	.	-1.9	.	4	0	-0.9	-5	-2.2	6
17	O=C(O)c1c(C(=O)O)c(-c2ccc(Br)cc2)n2c1CSC2	0.1	-1	1.2	0.4	-0.1	1	-19	1.6	-3	-0.9	-2
18	COc1ccc(NC(=O)c2ccc(NC(=O)CSc3nc(N)cc(=O)[nH]3)cc2)cc1	-1.7	1	1.4	2.4	-0.1	-3	-64	-0.5	0	-0.5	4
19	CCc1ccccc1OCC(=O)Nc1cc(S(=O)(=O)N(CC)CC)ccc1N1CCOCC1	1.0	-8	-1.2	2.2	-0.4	11	-2	-2.5	4	-1.1	12
20	O=c1cc(CSc2nc3ccccc3c(=O)[nH]2)c2ccc(O)cc2o1	-1.1	-26	-7.1	-1.3	-1.4	1	-104	-0.1	-4	-0.7	18
21	COc1ccc(C2COC(=O)C2=N)c(NC(=O)c2ccc(Cl)cc2)c1 (centres undefined)	-0.3	0	0.1	3.6	0.2	-5	-8	5.1	1	0.7	-3
22	COc1cccc(CNC(=O)CCC2CCCN(C(=O)c3ccc(OC)o3)C2)c1 (centres undefined)	1.3	0	-0.5	0.1	-0.2	-2	4	1.6	4	-1.0	2
23	O=C(Nc1ccc(F)cc1)c1nsc(Cl)c1Cl	1.6	4	7.5	11*	2.7	6	4	9.7*	7	2.8*	-4
24	COC(=O)c1ccc(NC(=O)CSc2nnnn2C2CCCCC2)cc1	-0.2	-3	-1.4	-0.6	-0.4	-1	5	-2.2	-1	-1.2	-3

(listing goes on)
#	structure	DAX1 inh-1	sPLA2-III inh	FXN GAA850 act	hgDAF12 agonist	DAX1 inh-2	NPR1 activator	ADAM10 inh	hcDAF12 agonist	SMARCA2 activ	ssDAF12 agonist	NPR2 activator
25	O=C(O)CCN1/C(=C/C=Nc2ccccc2)Oc2ccccc21	0.9	0	-1.4	1.2	2.3	1	4	-0.9	2	-0.8	4
26	CCCN(CC1CCCO1)C(=O)CCc1nnc(-c2cc(C)on2)o1 (centres undefined)	0.7	-5	0.4	1.6	1.5	0	-2	-1.2	-1	-0.4	0
27	Cc1ccc(C)c(N2CCN(S(=O)(=O)c3cc4c(cc3C)NC(=O)CO4)CC2)c1	-1.0	7	-0.3	-0.2	0.8	-4	-14	0.3	-1	-0.6	8
28	CCN(C(=O)COC(=O)c1cncc(Br)c1)C1CCS(=O)(=O)C1 (centres undefined)	-0.6	0	-1.6	-0.5	-0.5	2	1	2.8	0	-1.7	-4
29	CC(=O)OC1C=CN(C(C)=O)C(SC(C)(C)C)C1(C)O (centres undefined)	0.3	11	-0.5	-0.3	1.3	0	-13	0.3	-3	-0.7	0
30	CCc1ccc2[nH]c(=O)c(CN(Cc3ccc4c(c3)OCO4)Cc3nnnn3C3CCCC3)cc2c1	-0.9	-39	-1.6	-3.6	-0.1	-11	1	-1.9	-2	-2.1	-2
31	Cc1nn(CC(=O)Nc2ccncc2)c(C)c1[N+](=O)[O-]	0.6	8	-0.4	0.9	0.9	1	-4	-3.6	-3	-0.9	-1
32	CC(C)c1ccc(NC(=O)NN2CCOCC2)cc1	4.3*	2	8.0*	13*	5.0*	3	-11	2.7	2	1.5*	-2
33	C=CCNc1nc(NCCN2CCOCC2)nc(N2CCOCC2)n1	0.1	1	-0.7	0.3	-0.4	-1	4	-0.4	-4	-1.1	5
34	O=C(Nc1ccccc1)C1CCCN1C(=O)NCc1ccccc1 (centres undefined)	-0.1	0	-0.6	-1.7	1.7	-1	-15	-0.8	1	-1.3	0
35	COc1ccc(N2CCN(c3ncnc4scc(-c5ccc(C)cc5)c34)CC2)cc1	-0.1	3	1.8	-0.6	-0.7	-24	2	-0.7	-3	-1.0	-11
36	O=C1N(CCCCN2C(=O)C3(OCCO3)c3ccccc32)c2ccccc2C12OCCO2	0.0	-11	-2.3	-1.6	-1.3	-2	-14	-0.4	-1	-0.8	2

The list continues.
#	structure	DAX1 inh-1	sPLA2-III inh	FXN GAA850 act	hgDAF12 agonist	DAX1 inh-2	NPR1 activator	ADAM10 inh	hcDAF12 agonist	SMARCA2 activ	ssDAF12 agonist	NPR2 activator
37	O=S(=O)(/C=C/c1ccccc1)n1cnc2ccccc21	-0.9	7	1.4	1.2	0.6	-2	0	0.0	-2	-0.6	-11
38	NC(=O)C1CCN(CC(=O)Nc2cccc(C(=O)Nc3cccc(C(F)(F)F)c3)c2)CC1	-1.1	3	0.9	-2.6	-1.0	0	-9	-1.1	-5	-2.0	6
39	COc1ccc(CC(=O)Nc2cccc3ccccc23)cc1OC	-0.7	0	-0.1	-3.8	-1.4	2	5	-1.3	-4	-1.2	0
40	COc1ccc(C(=O)COc2nc(C)cc(C)c2C#N)cc1	-0.6	-17	-0.1	-0.8	1.5	-1	4	-1.8	1	-1.1	0
41	COc1ccc(NC(=S)Nc2ccc3nccnc3c2)cc1	1.2	23*	2.7	11*	-0.2	0	-41	2.7	-1	-0.5	1
42	COc1cc(NC(=O)c2ccc3c(SCC(=O)O)c4c(nc3c2)CCC4)cc(OC)c1OC	1.2	-2	1.3	0.2	0.6	-3	1	-1.6	0	-1.1	-5
43	CCCc1[nH]n(-c2nc3ccccc3s2)c(=O)c1C=NCCCOC	0.1	-6	0.4	-0.7	-0.2	-3	1	-0.2	-3	-0.2	-4
44	O=C(O)CCN1C(=O)C2C3c4ccccc4C(c4ccccc43)C2C1=O (centres undefined)	0.8	-6	1.9	0.9	1.4	4	7	-1.8	3	-1.2	3
45	O=C(O)c1cc(NS(=O)(=O)c2ccc(N3CCCCC3)c([N+](=O)[O-])c2)cc(C(=O)O)c1	-0.4	7	1.9	-0.2	-0.8	5	0	0.8	-1	-2.0	5
46	CC(=O)Nc1ccc(C(=O)OCC(=O)Nc2ccc(N3CCOCC3)cc2)cc1	-0.3	1	0.6	-1.9	0.6	-4	-2	-0.7	-2	-0.5	2
47	O=C(N=NC(=O)c1ccc2c(O)n(C3CCCCC3)c(O)c2c1)c1cccnc1	1.0	-5	-3.7	1.9	0.7	-1	18	-1.5	-5	-1.4	1
48	Cc1cc(C)c(C)c(S(=O)(=O)N2CCC(C(=O)NCc3ccco3)CC2)c1C	-0.6	-18	0.1	-0.9	0.1	-13	-2	-1.6	-2	-0.9	-4
49	C=CCNS(=O)(=O)c1cc(S(=O)(=O)NCC=C)c(OC)cc1OC	-0.3	0	1.9	0.0	0.3	4	-1	0.1	-1	-1.4	-7
